Screening data (PubChem)
All columns: NCI-60 one-dose screen, growth in % after 48 h at 10 µM unless noted; 100 = growth as untreated, 0 = no growth, -100 = all killed.
COLO 205: COLO 205 colon cancer; actives 7.3% (n = 79,000); AID 1794742
SW-620: SW-620 colon cancer; actives 5.2% (n = 82,000); AID 1794795
NCI-H522: NCI-H522 lung cancer; actives 8% (n = 78,000)
NCI-H226: NCI-H226 lung cancer; actives 3.5% (n = 79,000); AID 1794732
NCI-H460: NCI-H460 lung cancer; actives 6.8% (n = 82,000)
HCT-15: HCT-15 colon cancer | actives 5.2% (n = 82,000)
HT29: HT29 colon cancer | actives 7.4% (n = 81,000) | AID 1794748
NCI-H23: NCI-H23 lung cancer | actives 4% (n = 80,000) | AID 1794731
NCI-H322M: NCI-H322M lung cancer. actives 2.7% (n = 80,000)
Active calls of the source: *; / = no result given; & = joins results of further samples; ! = not active in a repeat; [ ] = remark or other dose. How the source made its calls: active means growth percent below 10; inactive means the rest. The list is partial (hit frequency here may not be typical).

Keys – A = COLO 205; B = SW-620; C = NCI-H522; D = NCI-H226; E = NCI-H460; F = HCT-15; G = HT29; H = NCI-H23; I = NCI-H322M
> c1cnc2[nH]cc(-c3csc(-c4cn(CCN5CCOCC5)c5ccccc45)n3)c2c1
  A: 68	B: 91	C: 64	D: 55	E: 85	F: 54	G: 75	H: 75	I: 80

> CCOC(=O)c1ccccc1N
  A: 160	B: 110	C: 97	D: 92	E: 108	F: 97	G: 109	H: 114	I: 103

> COc1ccc(/C=C\c2cc(OC)c(OC)c(OC)c2)cc1OCC(=O)Nc1nc2ccc(C(F)(F)F)cc2s1
  A: 95	B: 28	C: -39*	D: 46	E: 7.6*	F: 15	G: 93	H: 40	I: 65

> Oc1ccc(Cl)cc1Cl
  A: 108	B: 103	C: /	D: 106	E: 105	F: 104	G: 125	H: 101	I: 117

> CCN1C(=O)CC(=O)N(CC)C1=S
  A: 115	B: 108	C: 84	D: 103	E: 107	F: 96	G: 92	H: 82	I: 102

> CCC(c1ccc(OC(=O)Cc2ccc(N(CCCl)CCCl)cc2)cc1)C(CC)c1ccc(OC(=O)Cc2ccc(N(CCCl)CCCl)cc2)cc1 (stereo not given)
  A: 94	B: 115	C: 90	D: 95	E: 106	F: 97	G: 108	H: 96	I: 91

> CC(C)c1cc(Cl)cc(C(C)C)c1OCCCN(C)C
  A: /	B: 107	C: 89	D: 78	E: 102	F: 95	G: 83	H: 97	I: 88

> CCCCCN(CCCCC)CC(O)c1ccc(C)c(Cl)c1 (stereo not given)
  A: 91	B: 103	C: 83	D: 84	E: 101	F: 100	G: 79	H: 89	I: 102

> COc1cccc(C(Cc2ccccc2)NCCO)c1OC (stereo not given)
  A: 92	B: 111	C: 66	D: 101	E: 108	F: 100	G: 79	H: 104	I: 101

> COc1ccc(OC)c(/C=C/[N+](=O)[O-])c1
  A: -52*	B: -39*	C: -64*	D: 12	E: -4.3*	F: -13*	G: -30*	H: 6.9*	I: 70

> CC1CC2(C)C(CCC3C2CCC2(C)C(OP(=O)(N4CC4)N4CC4)CCC32)CC1=O (stereo not given)
  A: /	B: 94	C: 86	D: /	E: 88	F: 91	G: 84	H: 87	I: 108

> Cc1cc(C)c(NC2=NCCS2)cc1C
  A: 104	B: 108	C: 89	D: /	E: 106	F: 102	G: 99	H: 101	I: 108

> COc1ccc(Cn2cc(/C=C3/C(=O)C4CCN3CC4)c3cccnc32)cc1
  A: 102	B: 98	C: 75	D: 82	E: 100	F: 98	G: 88	H: 87	I: 94

> CC(=O)Oc1ccccc1C(=O)NC([Se])=NC1CCCCC1
  A: 29	B: /	C: -96*	D: -21*	E: 6.6*	F: 3.6*	G: 32	H: -0.2*	I: 0.7*

> C=C(C)C1(C)C(=O)NC(=O)NC1=O
  A: 112	B: 111	C: 95	D: 94	E: 108	F: 97	G: 111	H: 110	I: 106

> CCC(=O)C1(c2ccccc2)CCNCC1
  A: 101	B: 97	C: 90	D: 112	E: 107	F: 104	G: 94	H: 108	I: 105

> CCOc1cc(CN(CCCl)CCCl)cc(OCC)c1OCC
  A: 120	B: 106	C: 81	D: 98	E: 124	F: 96	G: 92	H: 104	I: 99

> CNC(=O)Oc1ccc(C)cc1OC
  A: 106	B: 110	C: 100	D: 103	E: 107	F: 102	G: 98	H: 99	I: 106

> ClCc1ccc2ccccc2n1
  A: 128	B: 114	C: 95	D: 78	E: 110	F: 103	G: 94	H: 85	I: 100

> COC(=O)[C@@H](C)C[C@H](Cc1ccccc1)NC(=O)c1csc([C@@H](C[C@H](C(C)C)N(C)C(=O)[C@H](C)NC(=O)[C@H]2CCCN2C)OC(C)=O)n1
  A: 23	B: 29	C: -11*	D: 68	E: 31	F: 58	G: 12	H: 61	I: 64

> N[C@@H]1C[C@H]1c1ccccc1
  A: 98	B: 91	C: 101	D: 107	E: 93	F: 100	G: 98	H: 99	I: 86

> C[C@]12COC(=O)C[C@@H]1CC[C@@H]1[C@@H]2CC[C@]2(C)[C@@H](O)CC[C@@H]12
  A: 119	B: 105	C: 89	D: 104	E: 107	F: 104	G: 96	H: 119	I: 102

> O=C1CN(O)C(c2ccccc2)=c2cc(Cl)ccc2=N1
  A: 114&114	B: 113&104	C: 92&101	D: 90&97	E: 96&103	F: 97&112	G: 111&120	H: 102&98	I: 99&115

> C/C(=C\c1ccn(-c2ccc(N)c(C(F)(F)F)c2)n1)[C@@H]1C[C@@H]2O[C@]2(C)CCC[C@H](C)[C@H](O)[C@@H](C)C(=O)C(C)(C)[C@@H](O)CC(=O)O1
  A: -16*	B: 45	C: 30	D: 52	E: 13	F: 20	G: 13	H: 33	I: 23

> O=C(CCCN1CCC(n2c(=O)[nH]c3ccccc32)CC1)c1ccc(F)cc1
  A: 114	B: 109	C: 99	D: 111	E: 111	F: 103	G: 99	H: 102	I: 113

> COC(=O)C1=C(Nc2ccccc2)C(=O)OC12C(=O)Nc1ccccc12 (stereo not given)
  A: 117	B: 97	C: 86	D: 80	E: 107	F: 102	G: 105	H: 90	I: 88

> CC(=O)OCC1OC([S-])C(OC(C)=O)C(OC(C)=O)C1OC(C)=O.[Au+].c1ccc(CN2[CH-]N(Cc3ccccc3)C(c3ccccc3)=C2c2ccccc2)cc1
  A: 14	B: -18*	C: -28*	D: 92	E: 29	F: -80*	G: 16	H: 2.0*	I: 57

> NCCc1ccc(O)cc1
  A: 104	B: 102	C: 94	D: 91	E: 99	F: 98	G: 104	H: 86	I: 98

> c1ccc2c(c1)OCC(C1=NCCN1)O2 (stereo not given)
  A: 118	B: 101	C: /	D: 100	E: 106	F: 93	G: 97	H: 101	I: /

> O=[N+]([O-])c1cc([N+](=O)[O-])c(Br)cc1F
  A: 105	B: 99	C: 94	D: 102	E: 94	F: 99	G: 102	H: 103	I: 100

> CC1([N+](=O)[O-])COP(=O)(NC2CC2)OC1 (stereo not given)
  A: 118	B: 108	C: 128	D: 118	E: 123	F: 104	G: /	H: 113	I: 112

> CCCCOC(=O)c1ccccc1C(=O)OCCCC
  A: 112	B: 99	C: 85	D: 96	E: 108	F: 99	G: 99	H: 85	I: 100

> C=C1[C@@H](C)[C@H]2[C@H](Cc3ccccc3)NC(=O)[C@]23[C@@H](O)/C=C/[C@@](C)(O)C(=O)[C@@H](C)C/C=C/[C@H]3[C@@H]1O
  A: -18*	B: 42	C: 28	D: 50	E: 69	F: 66	G: 25	H: 68	I: 92

> CC[C@H](C)[C@H](NC(=O)CN(C)C)C(=O)N(C)[C@H](C[C@@H](OC(C)=O)c1nc(C(=O)NC23CC(C(=O)OC)(C2)C3)cs1)C(C)C
  A: -36*	B: 31	C: 12	D: 35	E: 7.3*	F: 22	G: -1.6*	H: 33	I: 39

> CCN(CC)CCOC(=O)C(OCCC(C)C)(c1ccccc1)c1ccccc1
  A: 89	B: 83	C: 74	D: 92	E: 91	F: 77	G: 53	H: 89	I: 95

> O=[N+]([O-])CC(OCCCc1ccccc1)C(Cl)(Cl)Cl (stereo not given)
  A: 110	B: 110	C: 88	D: 107	E: 110	F: 106	G: 102	H: 100	I: 108

> CCOP(=S)(OCC)Oc1ccc([N+](=O)[O-])cc1
  A: 108	B: 98	C: 74	D: 105	E: 103	F: 106	G: 86	H: 90	I: /

> O=P(Oc1ccc(-c2ccccc2)cc1)(N1CC1)N1CC1
  A: 116	B: 96	C: 93	D: 92	E: 46	F: 95	G: 84	H: 73	I: 112

> CC(=O)C1(C)CCOC1=O (stereo not given)
  A: /	B: 103	C: 92	D: 102	E: 113	F: 100	G: 105	H: 98	I: 94

> COc1cc(C)c(-c2ccc(OC)c(=O)cc2C)c(OC)c1OC
  A: -29*!	B: 104&20	C: -11*!	D: 98&42	E: 4.5*!	F: 101&12	G: 4.4*!	H: 106&22	I: 104&46

> COc1ccc(/C=C/C(=O)c2nc3ccccc3n2Cc2ccc(F)cc2)cc1
  A: 86	B: /	C: 76	D: 53	E: 70	F: 59	G: 78	H: 73	I: 76

> CCOC(=O)[C@@H](C)C[C@H](Cc1ccccc1)NC(=O)c1csc([C@@H](C[C@H](C(C)C)N(C)C(=O)[C@@H](NC(=O)[C@H]2CCCCN2C)C(C)(C)CC)OC(C)=O)n1
  A: -63*	B: 22	C: -33*	D: -42*	E: -10*	F: 8.8*	G: -4.9*	H: 27	I: 34

> CN(C)P1(N(C)C)=NP(N(C)C)(N(C)C)=NP(N(C)C)(N(C)C)=N1
  A: 113	B: 103	C: /	D: 100	E: 107	F: 101	G: 104	H: 106	I: 99

> OCCN1CCN(c2ccccc2)CC1
  A: 128	B: 112	C: 95	D: 96	E: 104	F: 108	G: 100	H: 102	I: 94

> Oc1c(CCl)cc(Cl)cc1CCl
  A: 109	B: 115	C: 105	D: 99	E: 108	F: 109	G: 104	H: 100	I: 123

> CCCCCCCCCCCCNC(c1ccccc1)C(O)c1ccccc1 (stereo not given)
  A: -31*	B: 48	C: 69	D: 103	E: 93	F: 67	G: 52	H: 79	I: 88

> CC(=O)Nc1nc2c(s1)CC[C@@]1(C)C2=CC[C@H]2[C@@H]3CC[C@H](O)[C@@]3(C)CC[C@@H]21
  A: 72	B: 45	C: 52	D: 90	E: 27	F: 30	G: 21	H: 73	I: 80

> [N-]=[N+]=CC(=O)CCC(=O)C=[N+]=[N-]
  A: 117	B: 94	C: 110	D: 100	E: 112	F: 111	G: 107	H: 105	I: 96

> CNC(=O)Oc1cc(C)c(OC(=O)NC)c(C)c1
  A: 102	B: 100	C: 96	D: 107	E: 102	F: 98	G: 96	H: 101	I: 104

> CC1CCC2C(C)C3C(CC4C5CCC6CC(O)CCC6(C)C5CCC43C)N2C1 (stereo not given)
  A: 83	B: 112	C: 86	D: 97	E: 103	F: 103	G: 90	H: 102	I: 96

Part of the list above, with two lines to a compound:
The line under a structure holds: COLO 205 | SW-620 | NCI-H522 | NCI-H226 | NCI-H460 | HCT-15 | HT29 | NCI-H23 | NCI-H322M
> NCCc1ccc(O)cc1
    104 | 102 | 94 | 91 | 99 | 98 | 104 | 86 | 98
> c1ccc2c(c1)OCC(C1=NCCN1)O2 (stereo not given)
    118 | 101 | / | 100 | 106 | 93 | 97 | 101 | /
> O=[N+]([O-])c1cc([N+](=O)[O-])c(Br)cc1F
    105 | 99 | 94 | 102 | 94 | 99 | 102 | 103 | 100
> CC1([N+](=O)[O-])COP(=O)(NC2CC2)OC1 (stereo not given)
    118 | 108 | 128 | 118 | 123 | 104 | / | 113 | 112
> CCCCOC(=O)c1ccccc1C(=O)OCCCC
    112 | 99 | 85 | 96 | 108 | 99 | 99 | 85 | 100
> C=C1[C@@H](C)[C@H]2[C@H](Cc3ccccc3)NC(=O)[C@]23[C@@H](O)/C=C/[C@@](C)(O)C(=O)[C@@H](C)C/C=C/[C@H]3[C@@H]1O
    -18* | 42 | 28 | 50 | 69 | 66 | 25 | 68 | 92
> CC[C@H](C)[C@H](NC(=O)CN(C)C)C(=O)N(C)[C@H](C[C@@H](OC(C)=O)c1nc(C(=O)NC23CC(C(=O)OC)(C2)C3)cs1)C(C)C
    -36* | 31 | 12 | 35 | 7.3* | 22 | -1.6* | 33 | 39

New compounds follow.
Keys – A = COLO 205; B = SW-620; C = NCI-H522; D = NCI-H226; E = NCI-H460; F = HCT-15; G = HT29; H = NCI-H23; I = NCI-H322M
> CN1CC(CNC(=O)OCc2ccccc2)CC2c3cccc4c3c(cn4C)CC21 (stereo not given)
  A: -72*	B: 36	C: 61	D: 78	E: 40	F: 8.3*	G: 5.3*	H: 72	I: 83

> COC(=O)CC(c1cccc(OC(F)F)c1)c1c(O)c2ccccc2oc1=O (stereo not given)
  A: 116[8.25 µM]	B: 103[8.25 µM]	C: 100[8.25 µM]	D: 104[8.25 µM]	E: 110[8.25 µM]	F: 79[8.25 µM]	G: 107[8.25 µM]	H: /	I: 99[8.25 µM]

> Cc1c(O)c(CN(CCCl)CCCl)cc(CN(CCCl)CCCl)c1O
  A: 78	B: 68	C: 79	D: 96	E: 31	F: 83	G: 71	H: 102	I: 95

> CCCCOP(=O)(CCc1ccccn1)OCCCC
  A: 107	B: 100	C: 87	D: 95	E: 95	F: 121	G: 97	H: 102	I: 95

> N#CCCNc1ccccc1
  A: 118	B: 103	C: 93	D: 106	E: 111	F: 111	G: 108	H: 110	I: 110

> C[C@]12CCc3sc(NCc4ccccc4)nc3C1=CC[C@@H]1[C@@H]2CC[C@]2(C)C(=O)CC[C@@H]12
  A: 101	B: 103	C: 92	D: 94	E: 97	F: 93	G: 93	H: 92	I: 98

> C=CCCC1(CCC)C(=O)NC(=O)NC1=O
  A: 112	B: 101	C: 104	D: 93	E: 106	F: 101	G: 104	H: 104	I: 109

> O=C1Nc2ccccc2C2c3cccn3-c3ccccc3CN12 (stereo not given)
  A: 39	B: 25	C: -7.8*	D: 78	E: 44	F: 38	G: 11	H: 71	I: 92

> N=c1nc2n3c(nnnc3n1)NN2
  A: 108	B: 104	C: 111	D: 111	E: 112	F: 111	G: 116	H: 122	I: 99

> O=C(Cl)c1ccncc1
  A: 132	B: /	C: 104	D: 100	E: 114	F: 112	G: 97	H: 99	I: 104
